Screening data deposited in PubChem BioAssay by National Center for Advancing Translational Sciences (NCATS).
A549 tox: Nrf2 qHTS screen for inhibitors: counterscreen for cytotoxicity; A549 ARE-Fluc cells, CellTiter-Fluor viability, 18-24 h; Potency, µM (highest dose often 46 µM), inactives show at the highest dose activity change, negative = cytotoxicity, actives largely listed as inhibitors; 390,000 compounds, 0.16% hits; AID 504648, 2011; note: potency is the fitted concentration of half-maximal effect; % is set by controls: 0 for no effect and ±100 for the full control effect
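A549 ARE_Fluc cells in 5% FBS OPTI-MEM were exposed to compounds in concentration-response for 18-24 h at 37 deg C. Viability was read by CellTiter-Fluor fluorescence (Ex 405/Em 525) after 30 min, before the luciferase read.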
EPAC2 antag: qHTS for Antagonist of cAMP-regulated guanine nucleotide exchange factor 2 (EPAC2): primary screen; Rap guanine nucleotide exchange factor 4 (Homo sapiens), Q8WZA2; EPAC2 GEF exchange of Rap1B-BODIPY-GDP, fluorescence; Potency, µM (titrated, usually from 114 µM), for inactives: at the highest dose activity, negative = inhibition, usual class: inhibitors; 360,000 compounds, 0.18% hits; AID 720708, 2013; note: potency is the fitted concentration of half-maximal effect; % is set by controls: 0 for no effect and ±100 for the full control effect; nearly all actives have a fitted effect of over 45% in size; many of its hits are not listed in these tables
Target sequence (Q8WZA2 whole entry, looked up): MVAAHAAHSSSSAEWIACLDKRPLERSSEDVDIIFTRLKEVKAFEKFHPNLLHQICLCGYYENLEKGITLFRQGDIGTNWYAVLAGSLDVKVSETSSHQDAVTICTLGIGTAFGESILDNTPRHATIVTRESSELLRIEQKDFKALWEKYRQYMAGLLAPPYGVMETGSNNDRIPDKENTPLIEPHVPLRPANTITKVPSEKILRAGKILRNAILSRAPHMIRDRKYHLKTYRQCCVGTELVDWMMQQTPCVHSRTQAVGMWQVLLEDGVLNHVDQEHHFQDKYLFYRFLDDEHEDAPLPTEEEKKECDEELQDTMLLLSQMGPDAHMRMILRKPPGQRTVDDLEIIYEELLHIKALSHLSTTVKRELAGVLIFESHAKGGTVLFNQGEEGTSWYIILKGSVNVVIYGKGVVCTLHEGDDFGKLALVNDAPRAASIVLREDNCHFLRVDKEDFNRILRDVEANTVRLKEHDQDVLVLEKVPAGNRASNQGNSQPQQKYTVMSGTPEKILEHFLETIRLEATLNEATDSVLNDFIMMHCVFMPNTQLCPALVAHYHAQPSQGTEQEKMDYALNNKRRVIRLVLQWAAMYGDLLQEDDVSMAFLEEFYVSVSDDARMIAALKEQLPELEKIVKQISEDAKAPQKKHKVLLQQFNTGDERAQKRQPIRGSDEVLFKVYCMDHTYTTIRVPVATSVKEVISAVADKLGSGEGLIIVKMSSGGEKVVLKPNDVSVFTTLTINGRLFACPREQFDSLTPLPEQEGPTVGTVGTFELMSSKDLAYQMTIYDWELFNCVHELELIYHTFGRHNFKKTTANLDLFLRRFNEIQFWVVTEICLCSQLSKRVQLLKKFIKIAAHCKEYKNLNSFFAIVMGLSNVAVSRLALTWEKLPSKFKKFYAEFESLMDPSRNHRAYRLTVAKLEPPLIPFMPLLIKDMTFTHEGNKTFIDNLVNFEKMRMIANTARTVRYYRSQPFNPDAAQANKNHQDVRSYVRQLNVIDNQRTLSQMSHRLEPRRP
Akt phos inh: HTS Assay for Inhibitors of Akt Phophorylation: Primary Screen | Neuro2A IGF-stimulated pAkt S473 HTRF, 20 min; active compounds read low | activity change, % for hits at 50 µM | 360,000 compounds, 0.32% hits | AID 651550, 2012; in the data active = activity change below about -80%; inconclusive = mostly about -51% to -80%; note: % is set by controls: 0 for no effect and ±100 for the full control effect
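Neuro2A cells (4,500/well, DMEM with 0.5% FBS) were treated with compound at a single 50 µM final concentration, stimulated with 6 nM IGF for 20 min at 37 °C, and lysed. Phospho-Akt Ser473 was read by HTRF as 665/615 ratio ×10^4.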
CCT modulator: High-Throughput Screening for Modulators of Cytosolic Chaperonin Activity. purified chaperonin ATPase assay, HTRF ADP detection, 30 min. activity change, % (test concentration not listed), hits read low. 360,000 compounds, 0.3% hits; in the data active = activity change below about -30%; note: % is set by controls: 0 for no effect and ±100 for the full control effect
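TRiC at 40 or 20 nM final (batch-dependent) in 30 mM Tris pH 7.4, 100 mM KCl, 5 mM MgCl2, 1 mM DTT, with compound at single 76 uM and 10 uM ATP, 30 min at 37 deg C. ADP detected by HTRF Transcreener, 665/615 ratio.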
Mm-Cpn inhibitor: Inhibitors of TCP-1 ring complex (TRiC) of Methanococcus maripaludis (MmCpn): qHTS | purified Mm-Cpn ATPase, ADP Transcreener TR-FRET | 330,000 compounds, 0.031% hits | Potency, µM (top dose mostly 76.9 µM), for inactives: top-dose activity, negative = inhibition, usual class: inhibitors | AID 504842, 2011; note: potency is the fitted concentration of half-maximal effect; % is set by controls: 0 for no effect and ±100 for the full control effect; nearly all actives have a fitted effect of over 80% in size
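ATPase turnover read by TR-FRET ADP competition (Eu cryptate antibody/ADP-d2, 665/590 nm): 10uM ATP final, 25nM Mm-CPN final, 30 min 37degC after 10-min compound preincubation, pH 7.4 Tris/KCl/MgCl2/DTT buffer.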
Nrf2 inh: Nrf2 qHTS screen for inhibitors; A549 ARE-Fluc reporter, luciferase luminescence, 18-24 h; Potency, µM (titrated, usually from 46 µM), inactives show top-dose activity change, negative = inhibition, most hits filed as inhibitors; 360,000 compounds, 2.1% hits; AID 504444, 2011; note: potency is the fitted concentration of half-maximal effect; % is set by controls: 0 for no effect and ±100 for the full control effect; nearly all actives have a fitted effect of over 60% in size
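Nrf2 activity is the BugLite luminescence, read 15 min after reagent at room temperature, following CellTiter-Fluor cytotoxicity readout (30 min, 37C). Compound titrations were applied for 18-24 h to 5000 A549 ARE_Fluc cells/well in 5% FBS OPTI-MEM.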
EPAC2 agonist: qHTS for Agonist of cAMP-regulated guanine nucleotide exchange factor 4 (EPAC2): primary screen | Rap guanine nucleotide exchange factor 4 (Homo sapiens), Q8WZA2 | EPAC2 activation, biochemical qHTS; response scale: 100% = 6.5 mM cAMP response | Potency, µM (series often up to 154 µM), for the others: top-dose activation, hits mostly activators | 360,000 compounds, 0.079% hits; note: potency is the fitted concentration of half-maximal effect; nearly all actives have a fitted effect of over 50% in size
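Readout is BODIPY fluorescence (480 nm excitation, 540 nm emission), which falls as labeled GDP is exchanged off Rap1B. EPAC2 at 100 nM acted on 250 nM RAP1B-BODIPY-GDP with 50 uM GDP present.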
TGFb inhibitor: qHTS for Inhibitors of TGF-b; HepG2 CAGA-GFP TGF-b/SMAD3 reporter, GFP fluorescence, 18 h; TGF-beta stimulated, 500 pg/mL final; Potency, µM (highest dose often 46.1 µM), for the others: at the top dose activity, negative = inhibition, most hits filed as inhibitors; 410,000 compounds, 1.2% hits; AID 588855, 2011; note: potency is the fitted concentration of half-maximal effect; % is set by controls: 0 for no effect and ±100 for the full control effect; nearly all actives have a fitted effect of over 65% in size
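Smad-responsive CAGA-GFP expression was quantified in HEPG2 cells exposed to compounds and 500 pg/mL final TGF-beta for 18 h at 37 degrees C; unstimulated wells defined full inhibition.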
Nrf2 activator: qHTS of Nrf2 Activators; AREc32 ARE-luciferase reporter (MCF7-derived line), luminescence, 24 h; Potency, µM (top dose mostly 46.1 µM), without a hit: top-dose activation, actives largely listed as activators; 410,000 compounds, 0.31% hits; note: potency is the fitted concentration of half-maximal effect; % of control where 0% means no effect; nearly all actives have a fitted effect of over 65% in size
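Steps: seed AREc32_Fluc cells (1000/well, 5% FBS OPTI-MEM); incubate overnight at 37 deg C; add 23 nL compound; incubate 24 hr; add Steady-Glo; hold 30 min RT; read luminescence.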
The depositor's hits bear a star; i = inactive; ? = inconclusive; / = no result given; [ ] = remark or other dose. Unless noted, calls come from the whole dose curve; as a rule, active = well fitted curve in the direction sought with a large enough effect; inconclusive = small, poorly fitted or top-dose-only effect, or another doubt; inactive = no such curve, though single readings can be large; an effect the other way counts as inactive or inconclusive.

Values in the order – A549 tox	EPAC2 antag	Akt phos inh	CCT modulator	Mm-Cpn inhibitor	Nrf2 inh	EPAC2 agonist	TGFb inhibitor	Nrf2 activator
1. NC(=O)c1oc2ccccc2c1NC(=O)C1CCCCC1
    0%	-7%	i	-1.1	-5%	10%	3%	?	3.9%
2. CN(Cc1cn[nH]c1-c1ccc(-c2ccccc2)cc1)CC1CCOCC1
    -1%	-3%	i	0.4	1%	15%	-1%	20%	1.8%
3. Fc1cccc(Cl)c1/C=N/Nc1c(Cl)cncc1Cl
    -4%	-3%	i	-2.6	1%	6%	-9%	3%	3.8%
4. CCOc1ccc(N2CC(c3nc4ccccc4n3Cc3cccc(Cl)c3)CC2=O)cc1 (stereo not given)
    ?	/	/	/	/	?	/	?	-0.4%
5. CC1=C(C(=O)NC2CCCCC2C)C2(CCC(C)CC2)OC1=O (stereo not given)
    -5%	7%	i	-2.1	-3%	5%	3%	-11%	-0.7%
6. CCOc1ccc(CNC(=O)c2ccc3c(c2)c(C)c(C)n3Cc2ccccc2)cc1OC
    -1%	/	/	/	/	?	/	0%	5.8%
7. CCOc1ccc(S(=O)(=O)Nc2ccc3c(c2)n(C)c(=O)n3C)cc1
    2%	-18%	i	0.8	2%	16µM*	4%	12%	5.0%
8. O=C(CSc1nc2ccccc2s1)N/N=C/c1ccc(C(=O)O)cc1
    2%	-7%	i	-0.9	-3%	?	12%	-34%	0.0%
9. CCOc1ccccc1CNCCOC
    0%	14%	i	-0.5	-2%	-6%	5%	-1%	-0.9%
10. O=C(Nc1nnc(SCc2ccccc2)s1)c1cccc([N+](=O)[O-])c1
    13%	-4%	i	-2.2	-1%	2%	11%	-22%	4.4%[9.22 µM]
11. CCc1ccc(CN(C)CC(=O)Nc2ccc(S(=O)(=O)N3CCOCC3)cc2)cc1
    -2%	-17%	i	0.0	-1%	?	10%	-10%	-0.4%
12. COc1ccc(C2CC(=O)c3cc(-c4nc(-c5cccc([N+](=O)[O-])c5)cs4)c(=O)n(-c4ccccc4N)c3C2)cc1 (stereo not given)
    -9%	/	/	/	/	?	/	-16%	8.1%
13. CCNC(=O)c1cc2c(c(-c3cccc(-c4cncnc4)c3)n1)[C@@H](CCO)N(C(C)=O)C2
    /	3%	i	-1.4	/	/	8%	/	-0.9%
14. CC1CCCN(c2ccc(C(=O)NCc3ccc4c(c3)OCO4)cc2[N+](=O)[O-])C1 (stereo not given)
    -2%	0%	i	-0.6	-1%	-15%	4%	-17%	0.1%[9.22 µM]
15. O=C(CSc1ccc(-c2ccco2)nn1)N1CCCCC1
    4%	-5%	i	-8.6	-17%	?	10%	0%	?
16. COc1ccccc1CNC(=O)CC(c1ccc(C)cc1)N1Cc2ccccc2C1=O (stereo not given)
    -6%	/	/	/	/	7%	/	39%	-0.7%
17. OC1CN=C2C=CC=CN2C1 (stereo not given)
    -5%	-3%	i	-3.3	0%	8%	-1%	-9%	-0.3%
18. CCOc1ccc(NC(=O)C2CCN(C(=O)NC3CCCCC3)CC2)cc1
    -11%	13%	i	-0.2	-5%	-24%	-5%	-11%	0.0%
19. CCOC(=O)[C@]12CCC=C1N(Cc1ccc3c(c1)OCO3)C(=O)[C@H](CC(=O)N1CCN(C(=O)c3ccco3)CC1)C2
    /	-9%	i	0.5	/	/	1%	/	-0.7%
20. O=C(c1cccc(C(F)(F)F)c1)N1CCC2(CC1)NCCc1[nH]cnc12
    0%	8%	/	-0.8	1%	-2%	3%	10%	-0.5%
21. CCOC(=O)Cn1nnc(-c2ccc([N+](=O)[O-])cc2)n1
    0%	-9%	i	-5.6	-1%	8%	6%	0%	0.1%
22. Cc1cc(Cl)c2oc(C(=O)N(CCO)Cc3ccccc3)c(C)c2c1
    2%	?	i	-2.4	-2%	18%	20%	-6%	-0.5%
23. O=C(NCCN1CCNC1=O)C1CCC(=O)N(Cc2cccc(C(F)(F)F)c2)C1 (stereo not given)
    0%	2%	i	-12	-1%	-3%	2%	-11%	-0.4%
24. N#Cc1c(-c2ccc(F)cc2)cc(-c2ccccc2)nc1SCC(=O)NCC(=O)O
    0%	13%	i	0.4	-1%	-5%	-5%	3%	0.8%

In the list so far, 6 contain a halogen.
Values in the order – A549 tox	EPAC2 antag	Akt phos inh	CCT modulator	Mm-Cpn inhibitor	Nrf2 inh	EPAC2 agonist	TGFb inhibitor	Nrf2 activator
3. Fc1cccc(Cl)c1/C=N/Nc1c(Cl)cncc1Cl
    -4%	-3%	i	-2.6	1%	6%	-9%	3%	3.8%
4. CCOc1ccc(N2CC(c3nc4ccccc4n3Cc3cccc(Cl)c3)CC2=O)cc1 (stereo not given)
    ?	/	/	/	/	?	/	?	-0.4%
20. O=C(c1cccc(C(F)(F)F)c1)N1CCC2(CC1)NCCc1[nH]cnc12
    0%	8%	/	-0.8	1%	-2%	3%	10%	-0.5%
22. Cc1cc(Cl)c2oc(C(=O)N(CCO)Cc3ccccc3)c(C)c2c1
    2%	?	i	-2.4	-2%	18%	20%	-6%	-0.5%
23. O=C(NCCN1CCNC1=O)C1CCC(=O)N(Cc2cccc(C(F)(F)F)c2)C1 (stereo not given)
    0%	2%	i	-12	-1%	-3%	2%	-11%	-0.4%
24. N#Cc1c(-c2ccc(F)cc2)cc(-c2ccccc2)nc1SCC(=O)NCC(=O)O
    0%	13%	i	0.4	-1%	-5%	-5%	3%	0.8%

Two of these compounds in a different format.
nr | molecule | A549 tox | EPAC2 antag | Akt phos inh | CCT modulator | Mm-Cpn inhibitor | Nrf2 inh | EPAC2 agonist | TGFb inhibitor | Nrf2 activator
20 | O=C(c1cccc(C(F)(F)F)c1)N1CCC2(CC1)NCCc1[nH]cnc12 | 0% | 8% | / | -0.8 | 1% | -2% | 3% | 10% | -0.5%
7 | CCOc1ccc(S(=O)(=O)Nc2ccc3c(c2)n(C)c(=O)n3C)cc1 | 2% | -18% | i | 0.8 | 2% | 16µM* | 4% | 12% | 5.0%

This is a subset, so the mix of outcomes need not match the whole.
